From PubChem BioAssay
PTHR1 agonist: agonists of human PTHR1 parathyroid hormone receptor | actives 0.075% (n = 410,000) | Q03431 | HEK293 GP2 PTHR1 cells, GloSensor cAMP luminescence, 1 h | Potency, µM (titrated, usually from 115 µM), for the others: top-dose activation, hits mostly activators; also: nearly all actives have a fitted effect of over 55% in size; some results filed as inactive show a strong effect at the top dose; inactives centre near -15; many of its hits are not listed in these tables
Target sequence (Q03431 whole entry, looked up): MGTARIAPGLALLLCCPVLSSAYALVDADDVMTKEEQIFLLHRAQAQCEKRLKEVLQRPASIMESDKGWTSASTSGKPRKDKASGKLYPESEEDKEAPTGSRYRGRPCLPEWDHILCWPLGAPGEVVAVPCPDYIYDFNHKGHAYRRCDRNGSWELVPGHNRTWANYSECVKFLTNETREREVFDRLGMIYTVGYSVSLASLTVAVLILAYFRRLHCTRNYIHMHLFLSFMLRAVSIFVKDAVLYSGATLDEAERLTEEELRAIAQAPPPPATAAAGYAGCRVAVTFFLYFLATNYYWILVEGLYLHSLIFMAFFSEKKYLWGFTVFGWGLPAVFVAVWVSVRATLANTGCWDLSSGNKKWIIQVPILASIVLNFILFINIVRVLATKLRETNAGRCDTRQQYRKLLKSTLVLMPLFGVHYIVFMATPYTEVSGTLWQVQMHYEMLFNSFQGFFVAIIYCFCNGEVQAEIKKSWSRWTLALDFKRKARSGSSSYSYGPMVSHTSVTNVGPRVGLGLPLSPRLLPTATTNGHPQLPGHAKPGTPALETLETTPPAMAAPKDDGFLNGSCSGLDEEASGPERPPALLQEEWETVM
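HEK-293-derived GP2 cells expressing PTHR1 and a GloSensor cAMP reporter, 3,000/well, plated overnight, given luciferin plus IBMX (each 0.5 mM as added) for 1 h at 37 °C, then compound for 1 h at 37 °C. Luminescence was read after 15 min at room temperature.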
EPAC1 antagonist: EPAC1 (human) antagonism; O95398; EPAC1 GEF assay, Rap1b-BODIPY-GDP exchange fluorescence; Potency, µM (highest dose often 115 µM), for inactives: top-dose activity change, negative = inhibition, most hits filed as inhibitors; actives 0.14% (n = 360,000); AID 720709;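 also: plate controls were vehicle for no effect and positive control for full effect; nearly all actives have a fitted effect of over 50% in size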
EPAC2 ag: agonists of human EPAC2 (RAPGEF4); Q8WZA2; EPAC2 activation, biochemical qHTS; response scale: 100% = 6.5 mM cAMP response; Potency, µM (top dose mostly 154 µM), inactives show at the highest dose activation, hits mostly activators; actives 0.079% (n = 360,000); AID 720711; also: nearly all actives have a fitted effect of over 50% in size
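EPAC2 (100 nM) mixed with Rap1B loaded with BODIPY-GDP (250 nM) plus 50 uM unlabeled GDP; compounds pinned in, 5 min RT, then read every 5 min for 30 min (ex 480, em 540 nm). Normalized to cAMP control.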
TDP-43 yeast inh: rescues yeast growth from TDP-43 toxicity; TDP-43 expressing yeast growth rescue, BacTiter-Glo, 24 h; Potency, µM (titrated, usually from 46.1 µM), without a hit: top-dose growth rescue (activation), actives largely listed as activators; actives 1.8% (n = 410,000); AID 652104; also: % of control where 0% means no effect; nearly all actives have a fitted effect of over 50% in size
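Galactose-induced TDP-43 yeast, OD600=0.02, compound pinned; 24 hr, 30 deg C; BacTiter-Glo luminescence for growth. Inhibitors of TDP-43 toxicity read as activators.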
FUS suppressor: rescues growth of FUS-expressing yeast; AID 1347120; Potency, µM (top dose mostly 76.6 µM), inactives show at the top dose growth rescue (activation), usual class: activators; S. cerevisiae FUS-expressing, growth rescue, OD600, 24 h; actives 0.24% (n = 390,000);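 also: plate controls were DMSO vehicle for no effect and reference control for full effect; nearly all actives have a fitted effect of over 55% in size; some results filed as inactive show a strong effect at the top dose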
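Cultures pregrown in 2.5% raffinose medium are shifted to minimal medium containing 2% galactose to express toxic FUS. Compounds are tested at several concentrations. After 24hr at 30C, growth is quantified at 600 nm absorbance.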
EPAC1 ag: activates human EPAC1 exchange factor. O95398. EPAC1 agonist qHTS, biochemical assay; response scale: 100% = response to 6.5 mM cAMP. Potency, µM (titrated, usually from 154 µM), inactives show top-dose activation, hits mostly activators. actives 0.073% (n = 360,000). AID 720707; also: nearly all actives have a fitted effect of over 60% in size
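EPAC1 100 nM, Rap1B–BODIPY-GDP 250 nM, unlabeled GDP 50 uM; compound titration; 5 min RT; kinetic read ex480/em540 at 5-min intervals ×30 min; data normalized to 6.5 mM cAMP agonist control.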
EPAC2 antag: blocks human EPAC2 exchange factor; Q8WZA2; actives 0.18% (n = 360,000); Potency, µM (titrated, usually from 114 µM), without a hit: top-dose activity, negative = inhibition, actives largely listed as inhibitors; EPAC2 GEF exchange of Rap1B-BODIPY-GDP, fluorescence; AID 720708; also: % is scaled to controls: 0 for no effect and ±100 for the full control effect; nearly all actives have a fitted effect of over 45% in size; many of its hits are not listed in these tables
aSyn yeast inh: inhibitors of alpha-synuclein toxicity in yeast | Yeast expressing alpha-synuclein, growth rescue, BacTiter-Glo, 24 h | Potency, µM (titrated, usually from 46.1 µM), for inactives: top-dose growth rescue (activation), most hits filed as activators | actives 0.14% (n = 370,000) | AID 652106; also: % of control where 0% means no effect; nearly all actives have a fitted effect of over 65% in size
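Rescue of yeast growth: cells expressing toxic alpha-synuclein, induced in galactose at OD600 0.02, incubated with compound 24 h at 30 C. ATP luminescence quantified growth; inhibitors of toxicity appear as activators.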
An asterisk follows results filed as active; i = inactive; u = inconclusive; x = not tested or not shown; [ ] = another dose, or the depositor's remark. Calls follow the shape of the dose curve; as a rule, active = well fitted curve in the direction sought with a large enough effect; inconclusive = small, poorly fitted or top-dose-only effect, or another doubt; inactive = no such curve, though single readings can be large; an effect the other way counts as inactive or inconclusive. Potency is read from the fitted curve at half-maximal effect. Only part of the results is shown, so the mix of outcomes need not match the whole.

1. O=C(O)c1ccccc1-c1ccccc1C(=O)Nc1nccs1
2. CCN(CC)CCCNC(=O)Cn1cc2c(n1)CCC(C)C2 (configuration not stated)
3. COc1ccc2nc(SCC(=O)Nc3c(C)cccc3C)[nH]c2c1
4. Cc1cc(NC(=O)CSc2nnc(CNc3cccc(C(F)(F)F)c3)n2Cc2ccco2)no1
5. Cc1ccc(C(=O)NCC(c2cccs2)N(C)C)cc1S(=O)(=O)N1CCOCC1 (configuration not stated)
6. Cc1cccc(NC(=S)N/N=C/C(C)c2ccccc2)c1C (configuration not stated)
7. COc1cc(C(=O)NCc2nnc(SCC(=O)NC3CCCC3)o2)cc(OC)c1OC
8. COc1ccc(NC(=O)C(c2ccccc2)N(C)C(=O)c2ccc(=O)[nH]c2)cc1 (configuration not stated)
9. COC(=O)CN(c1ccc(F)cc1)S(=O)(=O)c1ccccc1
10. CCCCN(C(=O)c1c(C)[nH]c(C(=O)OCC)c1C)c1ccccc1

assay / compound | 1 | 2 | 3 | 4 | 5 | 6 | 7 | 8 | 9 | 10
PTHR1 agonist | -13% | -13% | -13% | i | -22% | -17% | -3% | i | i | i
EPAC1 antagonist | -2% | -3% | 3% | -1% | -3% | u | 8% | 2% | -4% | -4%
EPAC2 ag | 4% | 2% | 4% | -2% | 9% | 3% | 11% | 7% | 6% | -16%
TDP-43 yeast inh | -5% | 8% | 13% | 0% | 10% | -25% | 8% | 16% | 2% | -2%
FUS suppressor | 12% | -11% | 14% | 10% | -7% | u | 3% | 8% | 1% | 33%
EPAC1 ag | 4% | 1% | 4% | 4% | 14% | -3% | 6% | -7% | 3% | 5%
EPAC2 antag | 16% | 1% | 2% | -1% | 4% | -26% | 7% | 8% | -2% | -8%
aSyn yeast inh | 3% | 6% | 3% | 2% | 0% | 8% | -9% | 1% | 0% | 15%

The final four records of the section above come first, to join the parts.
7. COc1cc(C(=O)NCc2nnc(SCC(=O)NC3CCCC3)o2)cc(OC)c1OC
8. COc1ccc(NC(=O)C(c2ccccc2)N(C)C(=O)c2ccc(=O)[nH]c2)cc1 (configuration not stated)
9. COC(=O)CN(c1ccc(F)cc1)S(=O)(=O)c1ccccc1
10. CCCCN(C(=O)c1c(C)[nH]c(C(=O)OCC)c1C)c1ccccc1
11. CCN1CCCC1CNC(=O)CCNC(=O)c1cc(OC)c(OC)c(OC)c1 (configuration not stated)
12. CCCOC(=O)C1=C(C)N(C)C(=O)NC1c1cc2c(cc1Br)OCO2 (configuration not stated)
13. COc1ccc2c(c1)c(N1CCCC1=O)c(C(=O)Nc1ccccc1C(F)(F)F)n2C
14. CCOCCCNC(=S)Nc1ccc(Br)cc1Cl
15. COc1cc(C(=O)Nc2sc(C)c(C)c2C(=O)O)cc(OC)c1OC
16. Cc1ccc(S(=O)(=O)/N=C(\CSC(N)=O)Nc2ccccc2)cc1
17. CC(C)CNC(=O)CCCc1c[nH]c2ccccc12
18. COc1ccc(C(=O)N2CCCC(C(=O)N3CCN(c4ccccc4)CC3)C2)cc1 (configuration not stated)
19. OC1(c2ccccc2Cl)NN=C2CCCCCN21 (configuration not stated)
20. CCN1C(=O)c2cccc3c(S(=O)(=O)N4CCNCC4)ccc1c23

assay / compound | 7 | 8 | 9 | 10 | 11 | 12 | 13 | 14 | 15 | 16 | 17 | 18 | 19 | 20
PTHR1 agonist | -3% | i | i | i | -1%[57.5 µM] | -27% | -10% | -13% | -19% | -10%[57.5 µM] | -7%[57.5 µM] | -15% | -18% | u
EPAC1 antagonist | 8% | 2% | -4% | -4% | 9% | -24% | x | -28% | -15% | -4% | -6% | 0% | 4% | -14%
EPAC2 ag | 11% | 7% | 6% | -16% | -3% | 17% | x | 5% | -15% | 3% | 1% | 5% | 5% | 6%
TDP-43 yeast inh | 8% | 16% | 2% | -2% | -18% | 26% | -6% | 3% | -28% | 10% | 14% | -3% | -23% | -16%
FUS suppressor | 3% | 8% | 1% | 33% | 14% | -1% | -17% | 6% | 14% | 3% | 20% | 7% | -3% | -38%
EPAC1 ag | 6% | -7% | 3% | 5% | -3% | -8% | x | 7% | 5% | -3% | -3% | -11% | 8% | -7%
EPAC2 antag | 7% | 8% | -2% | -8% | 5% | -28% | x | -4% | u | 10% | 19% | 7% | -3% | 5%
aSyn yeast inh | -9% | 1% | 0% | 15% | -9% | -7% | -13% | 4% | 0% | 1% | 9% | 10% | -10% | 1%

Looked up one by one from the list above, 2 records:
15. COc1cc(C(=O)Nc2sc(C)c(C)c2C(=O)O)cc(OC)c1OC
16. Cc1ccc(S(=O)(=O)/N=C(\CSC(N)=O)Nc2ccccc2)cc1

assay / compound | 15 | 16
PTHR1 agonist | -19% | -10%[57.5 µM]
EPAC1 antagonist | -15% | -4%
EPAC2 ag | -15% | 3%
TDP-43 yeast inh | -28% | 10%
FUS suppressor | 14% | 3%
EPAC1 ag | 5% | -3%
EPAC2 antag | u | 10%
aSyn yeast inh | 0% | 1%

More results
21. Cc1nn(-c2ccccc2)c2sc(C(=O)N3CCCCC3)cc12
22. O=C(CSc1nnc(-c2ccc3c(c2)OCO3)o1)Nc1c(F)cccc1F
23. Cc1ccc(S(=O)(=O)Cc2ccc(C(=O)NCCCN3CCCC3=O)o2)cc1
24. Oc1c(Br)cc(Br)cc1CNc1cccc2cccnc12
25. COc1cc(OC)cc(C2=Cc3ccc(OC)cc3C(CC(C)=O)N2c2ccc(C#CCCO)cc2)c1 (configuration not stated)
26. COc1cc(C(=O)NCCSc2ccccc2)cc(OC)c1OC
27. CC1CC(C)(C)NC(=S)N1CC(=O)N1CCN(Cc2ccccc2)CC1 (configuration not stated)
28. COc1ccc(-c2nnc(SCC(=O)N3CCCCC3)o2)cc1OC
29. COC(=O)[C@H](C)NC(=O)Nc1ccc(OC)cc1OC
30. Cc1c(O)c(=O)ccn1C

assay / compound | 21 | 22 | 23 | 24 | 25 | 26 | 27 | 28 | 29 | 30
PTHR1 agonist | -74%[inhibitor] | i | i | -49%[inhibitor] | i | 13% | -6% | -42%[inhibitor] | i | -12%
EPAC1 antagonist | -8% | 12% | -5% | -26% | 4% | -12% | -3% | 3% | 13% | -10%
EPAC2 ag | 8% | 2% | 9% | 2% | 10% | 9% | -11% | 0% | 9% | -2%
TDP-43 yeast inh | 5% | 4% | -4% | 18µM* | 0% | -7%[1.82 µM] | 6% | 24% | 13% | -4%
FUS suppressor | 23% | -1% | 19% | 36% | u | 22% | -5% | -12% | 15% | -29%
EPAC1 ag | 19% | 8% | 0% | 15% | -15% | -2% | -1% | -1% | 4% | -23%
EPAC2 antag | 0% | 3% | 4% | 11µM* | u | -4% | 7% | -3% | 11% | -5%
aSyn yeast inh | -17% | 5%[1.84 µM] | -3% | u | 15% | 0% | -1% | -6% | 1% | -9%

31. COc1cccc2cc(C(=O)OCc3ccccc3)c(=O)oc12
32. Cc1ccccc1C(=O)NCC(=O)c1ccccc1
33. O=C(Nc1cc(S(=O)(=O)Nc2ccccc2Cl)ccc1O)c1ccc(F)cc1F
34. COc1c2ccoc2nc2c(OC)c(OC[C@@H](O)C(C)(C)O)ccc12
35. [N-]=[N+]=NC[C@H](Cc1ccccc1)N1CC[C@@H](NC(=O)OCc2ccccc2)CCC1=O
36. FC(F)(F)c1cccc(-c2cc3nc(NC4CCCCC4)ccn3n2)c1
37. Cc1ccc(S(=O)(=O)N(C)C[C@H]2OCCCC[C@@H](C)Oc3ccc(NC(=O)Cc4ccccc4)cc3C(=O)N([C@H](C)CO)C[C@@H]2C)cc1
38. Cc1cccc(N2CC(C(=O)OCC(=O)Nc3sccc3C(N)=O)CC2=O)c1C (configuration not stated)
39. CC1CCN(CCNC(=O)C2CCCN(S(=O)(=O)c3cccc4nonc34)C2)CC1 (configuration not stated)
40. CC(=O)c1ccc(N2CCN(C(=O)CCCc3nc4ccccc4s3)CC2)cc1

assay / compound | 31 | 32 | 33 | 34 | 35 | 36 | 37 | 38 | 39 | 40
PTHR1 agonist | -28% | i | -17% | -1% | i | -56%[inhibitor] | -18% | i | 25% | -92%[inhibitor]
EPAC1 antagonist | 6% | -2% | 8% | -9% | -17% | -13% | -3% | -6% | -28% | 10%
EPAC2 ag | 1% | 6% | -1% | 13% | 5% | -5% | -7% | 0% | 5% | 14%
TDP-43 yeast inh | u | -9% | -20% | 0% | -5% | 22% | 14% | -1% | -4% | 6%
FUS suppressor | 6% | 8% | 1% | -17% | 9% | -10% | u | 1% | u | 2%
EPAC1 ag | 1% | -14% | -5% | -1% | 10% | -14% | -12% | 1% | 9% | 14%
EPAC2 antag | -8% | 10% | 8% | 7% | -12% | -11% | -3% | 3% | -16% | 7%
aSyn yeast inh | -1% | 1% | -1% | 4% | 12% | -13% | 1% | 0% | 17% | -1%

41. COc1cccc2cc(C(=O)OC(C)C(=O)c3ccc(C)cc3)c(=O)oc12 (configuration not stated)
42. CC(=O)Nc1ccc(SCC(=O)Nc2ccccc2N2CCOCC2)cc1
43. CO[C@H]1CN(C)C(=O)c2ccc(NS(=O)(=O)c3ccccc3F)cc2OC[C@H](C)NC[C@@H]1C
44. Cc1cccc(NC(=O)c2ccc(OCc3c(C)noc3C)cc2)c1
45. CCN1C(=O)c2ccccc2S(=O)c2ccc(C(=O)NCc3ccccn3)cc21 (configuration not stated)
46. O=C1C2C3CCC(C3)C2C(=O)N1CNc1ccccc1 (configuration not stated)
47. COCCCNC(c1ccccc1)c1ccncc1 (configuration not stated)
48. CCN1C(=O)N(CC)C2C1N(CO)C(=O)N2CO (configuration not stated)
49. COc1cc(C2NC(=O)CS2)cc(OC)c1OC (configuration not stated)
50. Cn1nc(C(=O)NC2CCCc3ccccc32)ccc1=O (configuration not stated)

assay / compound | 41 | 42 | 43 | 44 | 45 | 46 | 47 | 48 | 49 | 50
PTHR1 agonist | -29% | -18% | -24% | -40%[inhibitor] | i | -5% | -4%[57.5 µM] | -21% | i | i
EPAC1 antagonist | -20% | 4% | -13% | -27% | 10% | -10% | 7% | -5% | -7% | 17%
EPAC2 ag | -9% | 3% | 17% | 16% | 2% | -5% | 3% | 8% | 10% | -7%
TDP-43 yeast inh | -8% | -13% | 13% | -7% | 13% | u | -2% | 3%[9.22 µM] | 25% | -17%[9.22 µM]
FUS suppressor | 9% | 0% | -1% | x | -16% | x | -6% | 15% | -22% | 15%
EPAC1 ag | 0% | -1% | -10% | 18% | 0% | -9% | 4% | 8% | 4% | 0%
EPAC2 antag | -3% | 22% | 21% | -9% | -8% | 10% | 0% | 2% | 1% | 2%
aSyn yeast inh | -2% | 0% | 0% | -1% | 0% | 4% | -2% | -1% | 7% | 3%
